p53 reactivator: re-activators of mutant p53; Potency, µM (doses to about 92.2 µM), for inactives: top-dose activity change, positive = activation, actives largely listed as activators; 0.063% of 320,000 active; H1299 p53-A138V BP100-luciferase reporter, luminescence, 24 h; also: % of control where 0% means no effect; nearly all actives have a fitted effect of over 45% in size
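H1299 (p53-null), stable ts p53-A138V + BP100-Luc; 1000 cells/well, Opti-MEM/10% FBS; cpd 4 pt, 1:5; 24 h, 37 deg C, 5% CO2; detection reagent 10 min RT; luminescence.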
NPC1 promoter act: activates the NPC1 promoter | Huh7 NPC1 promoter luciferase reporter, 24 h | Potency, µM (highest dose often 9.22 µM), for inactives: at the top dose activation, actives largely listed as activators | 2.4% of 320,000 active;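 also: % of control where 0% means no effect; nearly all actives have a fitted effect of over 60% in size; reporter is driven by a mutant NPC1 promoter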
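Stably transfected Huh7 (NPC1 promoter→luciferase), 1500 cells/well in Opti-MEM + 10% FBS, 2 h settle, then compound 24 h at 37 °C. Luminescence after 10 min with Amplite reagent.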
Rab9 promoter act: activators of Rab9 promoter | 2.8% of 320,000 active | Potency, µM (series often up to 9.22 µM), for inactives: at the highest dose activation, negative = inhibition, actives largely listed as activators | Huh7 Rab9 promoter-luciferase reporter, luminescence, 24 h; also: % of control where 0% means no effect; nearly all actives have a fitted effect of over 60% in size
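Quantitative HTS format; Huh7 Rab9-luciferase reporter cells (1500/well) receive compound 2 h post-plating, incubate 24 h at 37 °C, then get luciferase reagent for 10 min before luminescence reading.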
uPA surface inh: blocks generation of uPA at the cell surface; cell surface uPA generation assay, qHTS; Potency, µM (series often up to 38.3 µM), for the others: at the highest dose activity change, negative = inhibition, hits mostly inhibitors; 0.31% of 330,000 active; AID 540303; active = well fitted inhibition curve with a large enough effect; inconclusive = small, poorly fitted or top-dose-only effect; inactive = no such curve, though single readings can be large or run the other way; tested in mouse RAW 264.7 cells; also: % is scaled to controls: 0 for no effect and ±100 for the full control effect; nearly all actives have a fitted effect of over 55% in size
MBNL1-CUG inh: inhibitors of human MBNL1 binding to CUG repeat RNA; AID 2675; 0.036% of 280,000 active; Potency, µM (doses to about 57.5 µM), without a hit: at the top dose activity change, negative = inhibition, hits mostly inhibitors; TR-FRET MBNL1-His/biotin-(CUG)12 binding, 665/545 ratio; Q9NR56; active = well fitted inhibition curve with a large enough effect in the signal ratio, with a control signal flat, not every such curve was filed as active; inconclusive = small, poorly fitted or top-dose-only effect, or effect the other way, or a change in a side signal; inactive = no such curve, though single readings can be large or run the other way; the % refers to the signal ratio; also: % is scaled to controls: 0 for no effect and ±100 for the full control effect
Target sequence (Q9NR56 whole entry, looked up): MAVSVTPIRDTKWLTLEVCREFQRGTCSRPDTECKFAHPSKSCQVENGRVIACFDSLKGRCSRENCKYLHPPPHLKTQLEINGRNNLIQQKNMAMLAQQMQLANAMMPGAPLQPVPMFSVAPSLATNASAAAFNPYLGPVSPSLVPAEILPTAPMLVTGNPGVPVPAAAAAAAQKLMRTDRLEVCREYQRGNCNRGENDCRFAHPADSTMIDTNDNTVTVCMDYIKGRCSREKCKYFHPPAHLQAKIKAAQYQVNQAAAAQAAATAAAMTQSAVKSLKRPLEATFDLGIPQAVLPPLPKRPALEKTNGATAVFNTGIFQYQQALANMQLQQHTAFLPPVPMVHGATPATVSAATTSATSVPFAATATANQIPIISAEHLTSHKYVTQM
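Compound titration spanned 92 nM–58 uM against the MBNL1-His/biotin-(CUG)12 complex. After 60 min at room temperature with 5 nM streptavidin-XL665 and 0.055 ng/ul terbium anti-His, ratiometric 665/545 nm emission (Ex 340 nm) normalized to controls.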
Gal4-VP16 FLuc: inhibits Gal4-VP16 luciferase reporter, ROR gamma counter-screen | 3.5% of 310,000 active | Drosophila S2 Gal4-VP16 UAS-luciferase, luminescence, 20 h | Potency, µM (titrated, usually from 53.6 µM), for inactives: at the highest dose activity, negative = inhibition, usual class: inhibitors;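 also: Gal4-VP16 expression switched on by copper sulfate through the metallothionein promoter; % is scaled to controls: 0 for no effect and ±100 for the full control effect; nearly all actives have a fitted effect of over 50% in size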
BRCA1 expr act: activators of BRCA1 expression; MCF7-BRCA1-FFLuc reporter, luminescence, 48 h; response scale: scaled: vehicle 0%, 10 µM genistein 100%; Potency, µM (doses to about 46.1 µM), for inactives: at the highest dose activation, hits mostly activators; 1.1% of 380,000 active; AID 624202; also: nearly all actives have a fitted effect of over 80% in size; some results filed as inactive show a strong effect at the top dose
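MCF7-BRCA1-FFLuc, 2000 cells/well; 2 h attach, 37 °C/5% CO2; compound 48 h; luciferase substrate 15 min; luminescence end-point. Norm. to genistein 10 microM max activation and DMSO; concentration-response curves fitted.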
FLuc counter: firefly luciferase modulation, counter-screen for miR-21 project | P08659 | purified FLuc, Km substrates, luminescence inhibition | Potency, µM (highest dose often 57.5 µM), inactives show top-dose activity change, negative = inhibition, hits mostly inhibitors | 6.9% of 360,000 active | AID 588342;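 also: plate controls were vehicle for no effect and reference inhibitor for full effect; nearly all actives have a fitted effect of over 55% in size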
Target sequence (P08659 whole entry, looked up): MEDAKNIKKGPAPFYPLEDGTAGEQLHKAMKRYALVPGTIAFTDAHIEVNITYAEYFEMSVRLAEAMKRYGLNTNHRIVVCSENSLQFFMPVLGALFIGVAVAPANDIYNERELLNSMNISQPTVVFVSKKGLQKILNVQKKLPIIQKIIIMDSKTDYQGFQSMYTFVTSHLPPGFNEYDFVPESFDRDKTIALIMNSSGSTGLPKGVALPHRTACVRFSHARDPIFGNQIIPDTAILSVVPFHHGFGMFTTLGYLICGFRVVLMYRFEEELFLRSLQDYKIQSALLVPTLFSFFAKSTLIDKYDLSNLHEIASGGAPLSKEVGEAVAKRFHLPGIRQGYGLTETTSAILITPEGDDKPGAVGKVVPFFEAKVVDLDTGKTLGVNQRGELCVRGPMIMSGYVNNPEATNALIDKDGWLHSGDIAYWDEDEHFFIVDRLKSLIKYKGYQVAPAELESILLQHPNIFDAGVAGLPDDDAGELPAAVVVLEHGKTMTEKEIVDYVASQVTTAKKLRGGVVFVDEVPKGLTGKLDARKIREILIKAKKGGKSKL
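Purified P. pyralis luciferase (10nM final) with 10uM D-luciferin and 10uM ATP (Km levels) in 50mM Tris acetate pH 7.5, 10mM Mg acetate, 0.01% Tween-20, 0.05% BSA; qHTS 6-point titration, ~60 µM downward; luminescence read.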
ELG1 genotoxic: genotoxicity induction in ELG1-luciferase HEK293T cells | Potency, µM (top dose mostly 46 µM), without a hit: top-dose activity change, positive = activation, most hits filed as activators | HEK293T ELG1-luciferase reporter, luminescence, 16 h | 1.3% of 330,000 active | AID 504466; also: % of control where 0% means no effect; nearly all actives have a fitted effect of over 60% in size
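Quantitative HTS format in 1536-well plates. HEK293T ELG1-luciferase reporter cells receive test compound and are incubated 16 hr at 37 °C, 5% CO2; ONE-Glo added, 30 min room temperature, then luminescence read.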
RORgamma inh: ROR gamma (mouse) transcription inhibition. Potency, µM (highest dose often 53.6 µM), for inactives: at the highest dose activity change, negative = inhibition, hits mostly inhibitors. P51450. 5.4% of 310,000 active. Drosophila S2 Gal4-RORgamma UAS-luciferase reporter, 20 h; also: % is scaled to controls: 0 for no effect and ±100 for the full control effect; nearly all actives have a fitted effect of over 60% in size
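Drosophila S2 cells stably expressing Gal4-DBD/mouse RORγ fusion under metallothionein promoter plus UAS-luciferase; compound 1 h, then 700 uM CuSO4 induction for 20 h at ambient temperature; inhibition read as reduced luminescence.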
Starred values were filed as active, the others as inactive; ? = inconclusive; . = no result given; & = joins results of further samples; [ ] = another dose, or the depositor's remark. Unless noted, calls follow the shape of the dose curve; as a rule, active = well fitted curve in the direction sought with a large enough effect; inconclusive = small, poorly fitted or top-dose-only effect, or another doubt; inactive = no such curve, though single readings can be large; an effect the other way counts as inactive or inconclusive. Potency is read from the fitted curve at half-maximal effect.

SMILES	p53 reactivator	NPC1 promoter act	Rab9 promoter act	uPA surface inh	MBNL1-CUG inh	Gal4-VP16 FLuc	BRCA1 expr act	FLuc counter	ELG1 genotoxic	RORgamma inh
Cc1cccc2c(C(=O)N3CCN(c4ccccn4)CC3)cc(-c3cccc(Br)c3)nc12	-10%	-4%	-6%	?	8%	?	-29%	-8%	-19%	-88%
COc1ccccc1OCC(=O)NCCSCc1ccccc1Cl	5%	3%	0%	3%	-5%	-5%	16%	-15%	2%	0%
Cc1ccc(C(C(=O)NCc2ccco2)N(CC2CCCO2)C(=O)Cn2nnc3ccccc32)cc1 (stereo not drawn)	0%	10%	7%	3%	-5%	1%	-8%	-3%	1%	43%
Cc1ccc(SCCC(=O)N/N=C/c2ccncc2)cc1	2%	-6%	-9%	-3%	8%	-4%	0%	-1%	-2%	-2%
CC(C)CCN(C(=O)Cc1ccc(Cl)c(Cl)c1)c1c(N)n(Cc2ccccc2)c(=O)[nH]c1=O	5%	2%	13%	4%	2%	2%	-68%	0%	-3%	-24%
O=C1N(CCCl)c2ccc(Br)cc2C12OCCO2	0%	4%	-16%	0%	-5%	-11%	4%	-1%	0%	10%[1.91 µM]
N#Cc1c(SC(C(=O)O)c2ccccc2)nc2c(c1-c1cccs1)CCCC2 (stereo not drawn)	0%	2%	-6%	2%	28%	-2%	-32%	?	1%	-12%
O=C(NS(=O)(=O)c1ccccc1[N+](=O)[O-])c1ccccc1	10%	-3%	5%	3%	10%	-3%	-1%	3%	6%	-13%
CCCN(C(=O)COC(=O)COc1c(C)cccc1C)c1c(N)n(Cc2ccccc2)c(=O)[nH]c1=O	3%	-2%	2%	0%	.	.	10%	-1%	-1%	.
CCN(CC)S(=O)(=O)c1ccc(O)c(C(=O)OCC(=O)N2c3ccccc3CC2C)c1 (stereo not drawn)	1%	-5%	-3%	1%	-11%	0%	0%	1%	-2%	14%
Cc1c(CC(=O)NCC(=O)N[C@H](Cc2ccccc2)C(=O)O)c(=O)oc2cc(O)ccc12	7%	-1%	-1%	-9%	20%	2%	22%	2%	-3%	10%
Cc1ccc(-c2nnc(SCC(=O)Nc3ccccc3F)o2)cc1	-15%	?	?	8.9µM*	28%	1%	-72%[inhibitor]	?	0.16µM*	7%
Cc1ccccc1NC(=O)c1ccc(S(=O)(=O)C(F)F)cc1	11%	2%	-2%	3%	-3%	-7%	26%	?	9%	44%
CCOc1ccc(OCCC(=O)OCC(=O)N2CCN(c3ccc(OC)cc3)CC2)cc1	6%	-2%	-2%	-3%	.	.	-17%	8%	-1%	.
[O-]/C(=C(\C(=S)Nc1ccc(Cl)cc1)[n+]1ccccc1)c1ccc(OC(F)F)cc1	9%	-3%	-5%	-8%	5%	-2%	-26%	-11%	-7%	5µM*
CCOC(=O)C1CCN(C2CCN(C(=O)c3oc4c(F)cccc4c3C)CC2)CC1	-8%	-2%	5%	-4%	-7%	6%	-21%	2%	-2%	19%
O=C(Nc1ccc(S(=O)(=O)N2CCCC2)cc1)c1ccc([N+](=O)[O-])o1	-22%	.	.	?	.	.	-85%	.	-5%	.
Cc1cc(=O)oc2cc(OCC(=O)NCc3ccncc3)ccc12	-9%	-1%	5%	.	0%	2%	1%	-1%	0%	9%
Cc1cccc(N(C)S(=O)(=O)c2ccc3c(c2)NC(=O)CC(=O)N3)c1	-3%	-1%	6%	0%	-3%	-4%	5%	1%&-3%	-1%	-1%
O=C(COc1ccccc1)Nc1nnc(S(=O)(=O)N2CCCCCC2)s1	.	-5%	-3%	14%	-13%	-3%	0%	3%&-7%	-1%	-4%
CC1(C)CC(=O)C=C(CN2C(=O)c3ccccc3C2=O)C1=O	4%	-7%	0%	8%	.	.	0%	6%	1%	.
O=C(O)c1ccc2c3n(nc2c1)-c1ccc(Cl)cc1CO3	.	?	?	-10%	?	3.2µM*	23%	1.9µM*	1%	7.1µM*
Cc1ccc(Nc2nc(N)nc(CSC(=S)N3CCN(c4ccccc4)CC3)n2)cc1	1%	0%	-3%	5%	-3%	6%	-18%	1%	-3%	-39%
O=C(CN1CCCC1)NC12CC3CC(CC(C3)C1)C2	-13%	4%	0%	2%	1%	-5%	-20%	-3%	-2%	-11%
O=C1CC(=O)Nc2cc(S(=O)(=O)N3CCOc4ccccc43)ccc2N1	6%	0%	-2%	17%	-8%	0%	-1%	-5%&-2%	-3%	6%
CN(C)C(=O)CCc1ccc2c3c([nH]c2c1)[C@]1(C)[C@@H](C(=O)N2CCCCC2)C[C@H](CC(=O)NCCc2ccccn2)C(=O)N1CC3	10%	.	.	-4%	.	.	-9%	.	1%	.
CN1CCNC(=O)C1CC(=O)NCC1(c2ccccc2)CCCCC1 (stereo not drawn)	1%	0%	-8%	-18%	7%	5%	-23%	-3%	2%	7%
Cc1cn(S(=O)(=O)c2ccc(Br)cc2)cn1	1%	0%	11%	4%	4%	-3%	-26%	0%	3%	-16%
CCOP(=O)(OCC)C(Nc1ccccc1)c1cc(OC)ccc1OC (stereo not drawn)	-6%	0%	3%	6%	-5%	-2%	-2%	0%	-1%	-8%
COCCCn1cc(C(=O)c2cc(OC)ccc2OCC(=O)Nc2cc(C)on2)cc(C#N)c1=O	-1%	-1%	0%	0%	0%	-3%	-22%	-2%	8%	23%
Nc1nc2c(Cl)ccc(Cl)c2s1	-2%	-2%	-5%	1%	-7%	-9%	-19%	0%	6%	0%
COc1cc(NC2c3ncccc3C(=O)N2Cc2ccco2)cc(OC)c1OC (stereo not drawn)	-2%	-5%	0%	2%	-6%	6%	20%	-7%	2%	2%
OC[C@@H]1[C@@H](c2ccc(Cl)cc2)C(c2ccccc2)=NN1c1ccccc1	4%	.	.	20%	.	-14%	-32%	.	-1%	?
CN(C)/C=C(/C(=O)c1ccccc1Cl)S(C)(=O)=O	11%	0%	-5%	-3%	-8%	7%	5%	-1%	5%	5%
CCCn1nnnc1SCC(=O)N1CCOCC1	-4%	10%	12%	-1%	9%	2%	-14%	2%	2%	-11%
COc1ccccc1CN1CC(C(=O)NCc2ccc(C)c(F)c2)CCC1=O (stereo not drawn)	9%	-6%	1%	-5%	0%	-7%	9%	-2%	2%	-1%
COc1cc(OC)c2c(-c3cccc(-c4ccc(OC)c(OC)c4)c3)cc(=O)oc2c1	6%	.	.	?	.	.	-47%	.	?	.
O=C(Nc1ccncc1)c1ccc(-c2ccccc2)cc1	-3%	-10%	-28%	?	5%	?	9%	?	-16%	7.9µM*
CCCCc1nc2cc(C(=O)N3CCCCC3CCO)ccc2o1 (stereo not drawn)	21%	?	21%	-1%	-5%	-3%	58%	?	?	-7%
Cc1ccc(N2C(=O)Nc3ccccc3S2(=O)=O)cc1Cl	6%	-1%	-8%	-3%	-3%	-4%	-21%	2%	-5%	42%
CC(c1ccccc1)c1nnc(NC(=O)Nc2ccccc2F)s1 (stereo not drawn)	20%	?	7%	0%	-9%	-15%	?	?	4%	-9%
COc1cc(/C=C2\SC(=S)N(CCC(=O)Nc3ccccn3)C2=O)cc(OC)c1OC	1%	-1%	-4%	.	8%	-21%	1%	-2%	-10%	-6%
CCc1cc2cc(C)cc(C)c2nc1SCC(=O)N1CCN(C(=O)c2ccco2)CC1	-3%	-1%	2%	9%	4%	6%	-16%	-3%	-3%	13%
O=C(NCCN1CCOCC1)C(=O)NCc1ccco1	-1%	-1%	-5%	8%	-2%	9%	13%	1%	0%	11%
Clc1cccc(CSc2nccn2-c2ccccc2)c1	-1%	0%	0%	-1%	-8%	-4%	6%	-5%	0%	5µM*
COc1cccc(/C=N/NC(=O)CSc2cccc3cccnc23)c1	0%	-2%	-3%	?	?	?	-36%	-17%	1%	8.9µM*
CCCCN(CC)CCNC(=O)c1cc2c(C)nc3ccccc3c2o1	-7%	1%	-6%	?	-14%	-13%	26%	5%	-2%	16%
Cc1ccc(CN(C)C(=O)CCc2c[nH]c3ccccc23)o1	1%	8%	17%	2%	-2%	-6%	0%	0%	6%	30%
Cc1cccc(C(=O)NC(=S)N2CCN(C(=S)NC(=O)c3cccc(C)c3)CC2)c1	-6%	-6%	-12%	-4%	.	0.79µM*	-11%	-19%	-11%	0.79µM*
CCOc1cccc2sc(N(CCCN(C)C)C(=O)c3ccc(S(=O)(=O)N(CC)Cc4ccccc4)cc3)nc12	-10%	1%	-1%	-10%	3%	22µM*	-90%	2%	-8%	?
O=C(O)c1ccc(CNC(=O)c2ccccc2NC(=O)c2cccc([N+](=O)[O-])c2)cc1	-3%	-1%	-7%	1%	?	1%	8%	-16%	8%	2%
CCCOc1cc(C)c(S(=O)(=O)NCCOC)cc1C	-10%	-1%	-2%	.	-2%	1%	-31%	2%	5%	7%
COc1ccc(OCC(=O)OCC(=O)NC2CCCCC2C)cc1 (stereo not drawn)	5%	4%	-3%	10%	.	.	1%	-1%	4%	.

Assay outcomes as filed in PubChem BioAssay.
